# Screens as filed in PubChem BioAssay.
# CAL PDZ FP-1 = untagged CAL PDZ binding inhibitors, primary screen, biochemical, fluorescence polarization, HTS; purified CAL PDZ, TMR-peptide fluorescence polarization, 1 h; inhibition, % at 24.9 µM; 300,000 compounds, 0.92% hits; AID 602252, 2012;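 active = mean inhibition of at least 30% with at least half of replicates also reaching 30%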;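 also: 0% = DMSO neutral control and 100% = excess unlabeled competitor peptide PRC23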
# CAL PDZ FP-2 = CAL PDZ peptide-binding inhibitors, primary screen, biochemical, fluorescence polarization, Cer-tagged CAL PDZ, HTS; Golgi-associated PDZ and coiled-coil motif-containing protein (Homo sapiens), Q9HD26; purified CAL PDZ, TMR-peptide fluorescence polarization, 1 h; inhibition, % at 20 µM; 330,000 compounds, 0.02% hits; AID 504414, 2011;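 active = highest replicate inhibition of at least 40%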;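 also: plate controls were DMSO neutral control wells for no effect and unlabeled competitor peptide control wells for full effect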
#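 Assay system – tagged CAL PDZ protein CerCALP, purified · Timing – 1 h at RT · Compound – single point, 20 µM · Measured by – fluorescence polarization from S- and P-plane intensities, G-factor corrected · Evaluation – inhibition from polarization loss · Probe or stimulus – TMR reporter peptide T*-PRC34 · Buffer or medium – pH 7.4 phosphate-saline buffer, reducing agent, detergent, IgG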
# MITF TRPM1 HTS = activators of MITF-driven TRPM1 promoter reporter, primary screen, cell-based, SK-MEL-5, luciferase, single point. SK-MEL-5 TRPM1-promoter luciferase, 24 h; % of positive control, neutral wells = 0. activation, % at 12.5 µM. 300,000 compounds, 0.75% hits. AID 588334, 2011;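 active = mean activation of at least 80% with every replicate also reaching 80%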;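 also: 0% = neutral control wells and 100% = parthenolide positive control wells; values of inactives mirror those of a sister screen read the other way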
# PfHsp90 set2 = growth inhibition of PfHsp90-expressing yeast, primary screen, antimalarial PfHsp90 inhibitor project, S. cerevisiae, BacTiter-Glo luminescence, single point, set 2; BacTiter-Glo ATP, 48 h; yeast lacking PDR1 and PDR3 efflux regulators; 310,000 compounds, 0.32% hits; inhibition, % at 9.4 µM;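 active = every replicate shows inhibition above about 80%, whatever the replicate mean, limit read from the data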;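 also: 0% = DMSO neutral controls and 100% = 20 µM radicicol positive controls; yeast relying on Plasmodium falciparum Hsp90 in place of its own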
# Rtt109 Vps75 = inhibitors of C. albicans Rtt109/Vps75 HAT, primary screen, biochemical, ThioGlo CoA-SH fluorescence, plate reader; AID 540336, 2011; inhibition, % at 34.9 µM; purified Rtt109/Vps75, 4 h; 330,000 compounds, 0.16% hits;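 active = inhibition of at least 50% in every replicate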
# Target sequence (Q5AAJ8 whole entry, looked up): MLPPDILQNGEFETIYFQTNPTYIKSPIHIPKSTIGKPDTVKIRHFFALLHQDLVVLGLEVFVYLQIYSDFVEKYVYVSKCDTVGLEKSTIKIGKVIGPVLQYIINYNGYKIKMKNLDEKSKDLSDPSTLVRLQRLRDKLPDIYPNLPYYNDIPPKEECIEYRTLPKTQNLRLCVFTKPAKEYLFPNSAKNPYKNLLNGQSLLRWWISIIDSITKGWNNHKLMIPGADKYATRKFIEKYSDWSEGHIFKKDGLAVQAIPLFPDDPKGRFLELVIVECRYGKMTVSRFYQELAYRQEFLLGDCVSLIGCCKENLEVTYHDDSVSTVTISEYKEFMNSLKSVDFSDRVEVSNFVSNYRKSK
# PvdQ acylase = P. aeruginosa PvdQ acylase inhibitors, primary screen, biochemical, fluorescence, plate reader and imaging, single point; PvdQ acylase [Pseudomonas aeruginosa LESB58]; purified PvdQ acylase; inhibition, % at 10 µM; 340,000 compounds, 0.063% hits; in the data active = inhibition above about 30%, passing the limit was not always enough;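 also: 0% = vehicle neutral wells and 100% = reference inhibitor wells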
# dFosB act = activators of delta FosB homodimer, primary screen, biochemical, fluorescence polarization, TAMRA-CDK5 oligo, single point. purified delta FosB; percent of positive-control signal above neutral wells. activation, % at 25 µM. 340,000 compounds, 0.99% hits. Protein FosB (Mus musculus), P13346. AID 493131, 2011;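 active = mean activation above about 17%, with every replicate also reaching it, limit read from the data, passing the limit was not always enough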;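 also: fluorescence polarization rise as delta FosB binds a TAMRA Cdk5 AP-1 oligo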
# Target sequence (P13346 whole entry, looked up): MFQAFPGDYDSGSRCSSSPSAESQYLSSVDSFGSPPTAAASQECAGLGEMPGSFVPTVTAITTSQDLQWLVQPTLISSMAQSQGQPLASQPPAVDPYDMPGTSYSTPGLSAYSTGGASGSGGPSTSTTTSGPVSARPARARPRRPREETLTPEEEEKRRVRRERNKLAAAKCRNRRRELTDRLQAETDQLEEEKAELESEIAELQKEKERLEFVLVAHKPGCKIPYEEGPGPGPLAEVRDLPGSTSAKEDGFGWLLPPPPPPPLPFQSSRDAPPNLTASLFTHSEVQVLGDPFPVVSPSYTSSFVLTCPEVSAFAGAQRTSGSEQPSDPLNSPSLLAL
# SR-BI HDL uptake = inhibitors of SR-BI mediated HDL lipid uptake, primary screen, ldlA[mSR-BI] cells, fluorescence, single point. Scavenger receptor class B member 1 (Mus musculus), Q61009. ldlA[mSR-BI] CHO cells, DiI-HDL uptake fluorescence, 3 h. inhibition, % at 12.5 µM. 320,000 compounds, 0.96% hits. AID 488896, 2010;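 active = mean replicate inhibition of at least 70% and a set share of replicates each scoring 70 or more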;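 also: 0% = median of neutral control wells and 100% = median of positive control wells; values of inactives mirror those of a sister screen read the other way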
# NSD2 HMT inh = NSD2 histone methyltransferase inhibitors, primary screen, biochemical, AlphaScreen, single concentration, set 2. Histone-lysine N-methyltransferase NSD2 (Homo sapiens), O96028. NSD2 peptide methylation, 120 min. inhibition, % at 12.5 µM. 310,000 compounds, 0.54% hits; in the data active = inhibition above about 50%
# SR-BI DiI-HDL act = activators of SR-BI mediated DiI-HDL uptake, primary screen, ldlA[mSR-BI] CHO cells, DiI fluorescence; 3 h; 100 = double the neutral-control signal; AID 504775, 2011; activation, % at 12.5 µM; 320,000 compounds, 0.096% hits;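 active = mean replicate activation of at least 60% and every replicate at or above 60%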;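 also: 0% = median plate neutral-control signal and 100% = twice that signal; values of inactives mirror those of a sister screen read the other way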
#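 system = CHO ldlA[mSR-BI] cells, LDL receptor-null, SR-BI overexpressing | medium = Ham's F12 with 0.5% BSA, HEPES 25 mM, pH 7.4 | probe or stimulus = DiI-HDL 10 µg/mL | compound dosing = single-point compound dose | incubation = compound exposure 3 h, 37 °C | technique = DiI fluorescence, bottom read | read-out = cell-associated DiI fluorescence as measure of HDL uptake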
# Starred values were filed as active, the others as inactive; / = no result given.
# Under each structure: Rtt109 Vps75, CAL PDZ FP-2, MITF TRPM1 HTS, PvdQ acylase, dFosB act, PfHsp90 set2, SR-BI HDL uptake, NSD2 HMT inh, CAL PDZ FP-1, SR-BI DiI-HDL act
CCN1CCN(CCNC(=O)c2ccc(/C=C3\Sc4ccccc4N(Cc4ccccc4F)C3=O)cc2)CC1
    40, -3.9, -5, 0, -39, 0, /, 2, -7, /
O=C(N/N=C/c1ccco1)c1cc(-c2ccc(Cl)s2)[nH]n1
    7, -1.7, 0, -2, -4, 18, 20, 3, /, -20
C=C1C(C(=O)N2CCN(C)CC2)C1C(=O)N1CCN(C)CC1 (stereo unspecified)
    8, -0.2, 8, -7, 2, -3, -6, 1, -4, 6
O=[N+]([O-])c1ccc(S(=O)(=O)NN=Cc2ccc(Cl)c(Cl)c2)cc1
    -4, -0.5, -11, -12, -2, 11, -10, 11, -2, 10
Cc1cccn2c(=O)c(C=Nc3ccc(Cl)cc3)c(NCCO)nc12
    0, -0.6, -6, -17, -11, -18, -1, 13, 2, 1
Cc1csc(NC(=O)c2oc3ccccc3c2C)n1
    8, -4.2, 39, -3, -25, /, 17, 0, -3, -17
CCC1(C(=O)c2ccccc2)C(c2ccc([N+](=O)[O-])cc2)C1(C(=O)OC)C(=O)OC (stereo unspecified)
    -2, -1.2, 0, -1, 3, -5, -11, 4, 0, 11
CCC(=O)N1c2ccc(S(=O)(=O)CCC(=O)NCCC3=CCCCC3)cc2CC1C (stereo unspecified)
    5, /, -10, -10, -3, 4, 3, /, -5, -3
CCN1C(=O)CS/C1=N\S(=O)(=O)c1ccccc1
    -10, -0.2, 1, -8, -2, 4, -5, -1, 76*, 5
COc1ccc(NS(=O)(=O)c2cccc3ccccc23)cc1
    3, -0.5, /, 0, 2, 0, 3, /, /, -3
CCCN(CCC)CCCNC(=O)c1cn(-c2ccc(OC)cc2)c(=O)c2ccccc12
    4, 0.4, 1, -21, -11, 8, 5, 29, 0, -5
CC(C)C[C@@H](CO)N1CCN(C)CCC1=O
    -3, -0.1, 8, -5, 3, 3, -14, /, -2, 14
Cc1ccccc1OCC(O)CN1CCN(C)CC1 (stereo unspecified)
    0, -1.4, -5, -1, 3, -3, 1, 0, 0, -1
O=c1[nH]snc1N1CCOCC1
    -10, 0.4, -10, -14, 4, -1, -14, 8, /, 14
Cc1ccc(C(=O)NCC(=O)OCC(=O)NC(C)C2CC3CCC2C3)cc1 (stereo unspecified)
    51*, -3.4, -5, 8, -7, 9, -26, 1, -3, 26
O=C(CSc1nc(O)c(C2CCCCC2)c(=O)[nH]1)Nc1ccc(Cl)cc1
    -7, 0.9, -4, -2, -3, /, -40, 2, -2, 40
COc1ccc(-n2ccn(CC(=O)Nc3ccc(OC)cc3OC)c(=O)c2=O)cc1
    -2, -1.5, 1, -13, -3, 1, -7, 6, /, 7
CSc1ccccc1NC(=O)CN(C)C(=O)COc1cccc2cccnc12
    -6, -0.6, -20, -5, -5, -15, -8, /, -5, 8

# Sorted by molecular weight (ascending): 3 of the compounds above
# Under each structure: Rtt109 Vps75, CAL PDZ FP-2, MITF TRPM1 HTS, PvdQ acylase, dFosB act, PfHsp90 set2, SR-BI HDL uptake, NSD2 HMT inh, CAL PDZ FP-1, SR-BI DiI-HDL act
C=C1C(C(=O)N2CCN(C)CC2)C1C(=O)N1CCN(C)CC1 (stereo unspecified)
    8, -0.2, 8, -7, 2, -3, -6, 1, -4, 6
O=C(CSc1nc(O)c(C2CCCCC2)c(=O)[nH]1)Nc1ccc(Cl)cc1
    -7, 0.9, -4, -2, -3, /, -40, 2, -2, 40
CSc1ccccc1NC(=O)CN(C)C(=O)COc1cccc2cccnc12
    -6, -0.6, -20, -5, -5, -15, -8, /, -5, 8

# Structures listed above that bear a hit mark in CAL PDZ FP-1:
smiles | Rtt109 Vps75 | CAL PDZ FP-2 | MITF TRPM1 HTS | PvdQ acylase | dFosB act | SR-BI HDL uptake | NSD2 HMT inh | CAL PDZ FP-1 | SR-BI DiI-HDL act
CCN1C(=O)CS/C1=N\S(=O)(=O)c1ccccc1 | -10 | -0.2 | 1 | -8 | -2 | -5 | -1 | 76* | 5

# 4 of the entries above in order of the NSD2 HMT inh value, rising:
molecule	Rtt109 Vps75	CAL PDZ FP-2	MITF TRPM1 HTS	PvdQ acylase	dFosB act	SR-BI HDL uptake	NSD2 HMT inh	CAL PDZ FP-1	SR-BI DiI-HDL act
Cc1csc(NC(=O)c2oc3ccccc3c2C)n1	8	-4.2	39	-3	-25	17	0	-3	-17
O=C(N/N=C/c1ccco1)c1cc(-c2ccc(Cl)s2)[nH]n1	7	-1.7	0	-2	-4	20	3	/	-20
CCC1(C(=O)c2ccccc2)C(c2ccc([N+](=O)[O-])cc2)C1(C(=O)OC)C(=O)OC (stereo unspecified)	-2	-1.2	0	-1	3	-11	4	0	11
CCCN(CCC)CCCNC(=O)c1cn(-c2ccc(OC)cc2)c(=O)c2ccccc12	4	0.4	1	-21	-11	5	29	0	-5

# Single records, from the list above.
# Shown for `CCCN(CCC)CCCNC(=O)c1cn(-c2ccc(OC)cc2)c(=O)c2ccccc12` = Rtt109 Vps75: 4; CAL PDZ FP-2: 0.4; MITF TRPM1 HTS: 1; PvdQ acylase: -21; dFosB act: -11; PfHsp90 set2: 8; SR-BI HDL uptake: 5; NSD2 HMT inh: 29; CAL PDZ FP-1: 0; SR-BI DiI-HDL act: -5
# Shown for `O=C(CSc1nc(O)c(C2CCCCC2)c(=O)[nH]1)Nc1ccc(Cl)cc1` = Rtt109 Vps75: -7; CAL PDZ FP-2: 0.9; MITF TRPM1 HTS: -4; PvdQ acylase: -2; dFosB act: -3; PfHsp90 set2: /; SR-BI HDL uptake: -40; NSD2 HMT inh: 2; CAL PDZ FP-1: -2; SR-BI DiI-HDL act: 40
